Assay outcomes from PubChem.
MEX-5 binding: C. elegans MEX-5 TCR-2 RNA binding activity | MEX-5/FITC-TCR2 RNA binding, fluorescence polarization; active compounds read low | activity score (negative = inhibition of binding), % at 10 µM | AID 1832 | hit rate 0.38% among 300,000;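 active = inhibition past about -25% in most replicates, and total fluorescence under double the plate's negative control median, limit read from the data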;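 note: 0% = DMSO and -100% = 5 µM competing unlabeled TCR2 RNA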
Target sequence (Q9XUB2 whole entry, looked up): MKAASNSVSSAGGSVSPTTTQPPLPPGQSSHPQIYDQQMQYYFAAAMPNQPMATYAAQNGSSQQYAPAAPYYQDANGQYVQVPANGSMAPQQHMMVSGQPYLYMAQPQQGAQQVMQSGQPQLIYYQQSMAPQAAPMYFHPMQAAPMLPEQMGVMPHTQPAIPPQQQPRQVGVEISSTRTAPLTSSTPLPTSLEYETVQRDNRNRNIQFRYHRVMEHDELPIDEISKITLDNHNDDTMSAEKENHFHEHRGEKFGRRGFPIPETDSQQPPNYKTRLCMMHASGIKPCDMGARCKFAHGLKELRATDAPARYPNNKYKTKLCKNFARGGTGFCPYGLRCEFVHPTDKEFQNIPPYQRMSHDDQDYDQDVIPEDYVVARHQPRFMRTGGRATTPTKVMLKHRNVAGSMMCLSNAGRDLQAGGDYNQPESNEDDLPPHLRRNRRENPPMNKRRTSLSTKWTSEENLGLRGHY
GRK2 inh: human GRK2 inhibition via aptamer displacement; inhibition of aptamer binding, % at 10 µM; P25098; hit rate 0.59% among 330,000; bead flow cytometry, FAM-aptamer displacement from GRK2; AID 488847;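 active = inhibition of aptamer binding above 40%, roughly 3 SD of noise, on plates passing a quality check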;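 note: median bead fluorescence of bound FAM aptamer so fluorescent compounds give negative values; no value below 0 was filed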
CIT2-GFP yeast: alters CIT2-GFP fluorescence in TOR pathway yeast screen; hit rate 0.065% among 320,000; S. cerevisiae CIT2-GFP strain, flow cytometry, 3 h; 100 means same as DMSO wells; GFP response vs DMSO, % at 10 µM; AID 2029;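 active = GFP response relative to DMSO above a set limit, near the screen mean plus 3 SD, cut at about 150% in these data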;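 note: ratio of well median GFP fluorescence to mean of DMSO wells on the plate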
MCL1 BIM primary: MCL1-BIM-BH3 interaction inhibition (human) | Q07820 | GST-MCL1 / FITC-Bim-BH3 fluorescence polarization | inhibition, % at 10.9 µM | hit rate 0.68% among 320,000 | AID 2057;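 active = inhibition above the mean inhibition of all tested compounds plus 3 SD, set per campaign, cut at about 40% in these data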;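 note: 0% = DMSO wells and 100% = unlabeled Bim-BH3 peptide control; higher means more loss of mP so more displacement of Bim peptide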
VLA-4 inh: inhibition in a human VLA-4 binding assay; VLA-4 expressing cells, ligand binding flow cytometry; P13612; inhibition, % (about 7 µM as worked out from the volumes in the protocol); hit rate 0.2% among 330,000; in the data active = inhibition above about 50%
CR mimetic SO: lowers age-related superoxide in aged yeast cells; S. cerevisiae aged cells, superoxide DHE fluorescence; active compounds read low; superoxide response (% of plate mean), % at 10 µM; hit rate 0.18% among 330,000; AID 2690;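 active = superoxide response under a set limit, about three screen SD below normal, cut at about 65% in these data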;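 note: yeast aged for seven days with compound at 30 °C before DHE staining; 100% = average MFI of all compound-treated wells on the plate with controls excluded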
Bcl-xL primary: blocks human Bcl-xL binding to Bim BH3 peptide; hit rate 0.7% among 320,000; GST-Bcl-xL / FITC-Bim BH3 peptide fluorescence polarization; Q07817; inhibition, % at 10.9 µM;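 active = inhibition above the mean of all tested compounds plus 3 SD, cutoff set per campaign, cut at about 30% in these data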;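 note: 0% = DMSO wells and 100% = unlabeled Bim-BH3 peptide competitor; inhibitors lower millipolarization by displacing the labeled peptide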
AGP1-GFP MLPCN: alters AGP1-GFP fluorescence in TOR pathway yeast screen; AID 2066; S. cerevisiae AGP1-GFP multiplex flow cytometry, 3 h; GFP as percent of DMSO wells; GFP response vs DMSO, % at 10 µM; hit rate 0.02% among 320,000;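 active = GFP response relative to DMSO above a set limit, near screen average plus 3 SD, cut at about 150% in these data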;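 note: median GFP channel fluorescence of the gated AGP1 strain per well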
GLD-1 RNA inh: GLD-1-TGE RNA interaction inhibition (C. elegans); inhibition, % at 5.96 µM; hit rate 0.44% among 320,000; purified GLD-1 + fluorescein TGE RNA, fluorescence polarization; Q17339;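 active = percent inhibition above a per-plate cutoff, the plate mean of test compounds plus 3 SD, cut at about 30% in these data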;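 note: 0% = DMSO wells with GLD-1 and probe and 100% = wells lacking GLD-1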
Target sequence (Q17339 whole entry, looked up): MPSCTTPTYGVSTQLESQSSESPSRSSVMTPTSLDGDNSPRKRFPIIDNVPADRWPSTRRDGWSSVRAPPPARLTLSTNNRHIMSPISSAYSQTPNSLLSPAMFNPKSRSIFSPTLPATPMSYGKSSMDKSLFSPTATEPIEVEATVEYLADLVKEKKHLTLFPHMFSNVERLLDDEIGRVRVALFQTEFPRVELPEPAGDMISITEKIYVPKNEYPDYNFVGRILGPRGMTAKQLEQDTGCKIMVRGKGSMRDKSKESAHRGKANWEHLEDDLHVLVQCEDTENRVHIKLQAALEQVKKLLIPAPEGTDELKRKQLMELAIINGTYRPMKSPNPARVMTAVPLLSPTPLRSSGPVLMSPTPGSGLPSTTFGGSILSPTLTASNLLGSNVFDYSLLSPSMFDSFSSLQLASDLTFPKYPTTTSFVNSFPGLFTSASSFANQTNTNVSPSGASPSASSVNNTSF
* = called active by the depositor; x = not tested or not shown.

Screens in order: GRK2 inh, VLA-4 inh, MEX-5 binding, CR mimetic SO, CIT2-GFP yeast, GLD-1 RNA inh, MCL1 BIM primary, Bcl-xL primary, AGP1-GFP MLPCN
> CN(Cc1cn(C)nc1-c1ccccc1F)C1CCOC1 (centres undefined)
 : 0, 1, -1.4, 103, 90, 3, 2, 3, 96
> Cc1ccc(CSc2nnc([C@@H]3CCCN3C(=O)OC(C)(C)C)o2)cc1
 : 0, 12, 2.6, 86, 101, -2, 2, 2, 111
> COc1ccc(CCNC(=O)c2cccc(S(=O)(=O)N3CCCC3)c2)cc1OC
 : 0, 43, x, 99, 99, -1, -6, -1, 103
> CCCC(=O)N1CCN(c2ccc(NC(=O)c3ccc(OCC)c([N+](=O)[O-])c3)cc2)CC1
 : 1, 3, 0.3, 96, 113, -1, 2, 1, 110
> CCOC(=O)c1c(NC(=O)CSC(=S)N2CCOCC2)sc(C)c1C
 : 1, -15, 1.6, 88, 114, 4, -2, 1, 109
> Cc1cccc2c1nc(-c1ccccc1)n1cnnc21
 : 2, -13, -1.7, 87, 104, -6, 6, 10, 92
> COc1ccc(C(=O)C2CCCN(Cc3cccn3-c3cccnc3)C2)cc1OC (centres undefined)
 : 3, 21, 2.1, 93, 103, -11, -1, 1, 105
> OCC1OC(n2nc3ccccc3n2)C(O)C(O)C1O (centres undefined)
 : 0, -20, 1.3, 102, 99, -5, -2, -3, 100
> CCc1cc2ccc(C)cc2nc1SCC(=O)c1ccc(NC(C)=O)cc1
 : 0, -2, 0.0, 96, 105, -21, -1, 2, 111
> COc1cccc(/C=N/NC(=O)C(=O)NCc2cccnc2)c1OC
 : 0, 1, -2.3, 110, 89, 6, -2, -8, 98
> COc1ccc(/C=N\NC(=O)C2=NNC(=O)C2C)cc1 (centres undefined)
 : 4, -1, -5.8, 91, 102, 2, 0, 4, 104
> N#Cc1cn(CCOC(=O)c2cccc(C(F)(F)F)c2)c(=O)[nH]c1=O
 : 0, 0, -1.0, 103, 96, -2, 4, 0, 104
> CC(C)CC(=O)N1CCN(C(=O)c2ccco2)CC1
 : 0, 1, 1.5, 114, 91, 2, -6, -1, 92
> CCC(C)(C)NC(=O)CN(C(=O)CCC(=O)Nc1nccs1)c1cccc(C)c1
 : 1, 11, -3.2, 101, 97, 10, 3, 4, 98
> Cc1cc(-n2c(C)cc(C(=O)COc3ccc4ccc(=O)oc4c3)c2C)no1
 : 4, -4, -1.4, 75, 97, -2, 8, 5, 104
> COc1ccc(/C=N/OC(=O)Nc2ccccc2)cc1[N+](=O)[O-]
 : 0, 9, 0.4, 100, 92, 6, 1, -2, 91
> COc1ccc2c(c1)c(/C=N/Nc1ccc(C(=O)O)cc1)c(C)n2C
 : 1, 2, -6.7, 97, 94, 17, 8, 20, 99
> O=C(Nc1ccc(-c2nc3ccccc3o2)cc1)c1ccc(N2C(=O)C3C4C=CC(C4)C3C2=O)cc1 (centres undefined)
 : 0, 19, -0.6, 100, 105, 4, 1, -6, 103
> COc1cccc(NC(=O)CSc2ccc3nnc(-c4ccccn4)n3n2)c1
 : 0, 1, 0.6, 107, x, 0, 2, 5, 89
> CNC(=O)/C(C#N)=C/c1cc(C)n(-c2ccc(N3CCOCC3)cc2)c1C
 : 0, 3, 2.6, 104, 89, 8, 1, 4, 98
> O=c1c(-c2nc3ccccc3s2)cccn1Cc1ccccc1
 : 0, -1, 0.9, 98, 102, 4, 2, 3, 99
> O=C(Nc1cccc(Cl)c1)Nc1ccccc1NS(=O)(=O)c1cccs1
 : 0, -5, -1.0, 100, 104, 13, -2, 0, 102
> COc1ccc(-n2nnc3c(SCC(=O)c4ccccc4)ncnc32)cc1
 : 0, 3, 1.3, 105, 106, -2, 3, 6, x
> CCN(C(=O)CSc1nnc(Nc2ccccc2C)s1)C1CCS(=O)(=O)C1 (centres undefined)
 : 0, 18, -2.7, 97, 100, 7, 2, 1, 104
> O=C(N/C(=C\c1ccc([N+](=O)[O-])cc1)C(=O)N1CCOCC1)c1ccccc1
 : 0, -5, 0.6, 77, 108, 5, 6, 8, 97
> CCCN1C(=O)/C(=C\C=C2/C=CN(CC)c3ccccc32)SC1=S
 : 4, 13, 1.4, 105, 99, -8, 6, 7, 96
> CCCC1(C(=O)OCC)NC(c2ccc(OC)cc2OC)C2C(=O)N(c3ccccc3)C(=O)C21 (centres undefined)
 : 3, 13, -0.3, 96, 111, -6, 2, 6, 99
> Cc1ccc(C(=O)Nn2cnnc2)cc1S(=O)(=O)N1CCOCC1
 : 0, -1, -0.5, 94, 107, -2, -4, 5, 109
> O=C(Nc1ccc2nc3n(c(=O)c2c1)CCCC3)c1cccc([N+](=O)[O-])c1
 : 1, 11, -2.6, 125, 101, 1, -1, 11, 103
> Cc1nc2ccc(C(=O)Nc3ccc4nc[nH]c4c3)cc2[nH]1
 : 1, -4, 38, 102, 109, -6, 8, 7, 100
> COc1ccc(N2C(=O)CSC2c2ccccc2)cc1 (centres undefined)
 : 1, 7, -0.1, 97, 97, 0, 1, 5, 97
> O=C(NCCN1CCN(C(=O)c2ccc([N+](=O)[O-])cc2)CC1)C(=O)Nc1ccc(F)cc1
 : 0, 5, 2.1, 109, 99, 7, 2, -1, 100
> COCCOC(=O)c1[nH]c2c(c1C)C(=O)CC(c1ccccc1)C2 (centres undefined)
 : 0, -2, -0.1, 76, 92, 2, 1, 0, 97
> CCOc1ccc(NC(=O)C2CCC(CNc3c(N4CCC(C)CC4)c(=O)c3=O)CC2)cc1 (centres undefined)
 : 1, 22, 0.4, 111, 100, 3, 11, 2, 107
> CCNC(=S)Nc1ccc2ncoc2c1
 : 2, 2, -4.3, 99, 103, -2, 17, 12, 108
> CC(=O)c1c(C)n(-c2ccccc2)c2ccc(OCC(N)=O)cc12
 : 1, 4, 0.8, 103, 97, 0, 0, -1, 97
> O=C(CC12CC3CC(CC(C3)C1)C2)Nc1cccc2ncccc12
 : 0, 7, 0.2, 123, 104, -4, -5, -1, 99
> CCN(C(=O)C1CCCN1S(=O)(=O)c1ccc2c(c1)n(C)c(=O)c(=O)n2C)c1ccccc1 (centres undefined)
 : 0, 6, -1.1, 91, 102, -4, 7, 0, 104
> CCOC(=O)CSc1nnc(Cc2ccccc2)n1-c1cccc(Cl)c1
 : 0, 5, 2.6, 107, 99, 5, -5, -1, x
> Fc1ccccc1-c1nc(NC2CCCC2)c2ccccc2n1
 : 1, -82, 1.0, 72, 120, -2, -2, 3, 103
> O=C(COc1ccc2ccccc2c1)Nc1nnc(-c2ccco2)s1
 : 0, 4, 0.9, 108, 97, -2, 2, 2, 102
> Cc1ccc(S(=O)(=O)NCc2ccccn2)c(C)c1
 : 4, 11, -1.9, 103, 97, 2, -2, 3, 99
> O=C1CCC(=O)N1CNc1ccc(Oc2ccccc2)cc1
 : 0, 4, 0.5, 77, 92, 4, 3, 1, 102
> COc1ccc(Nc2nc3c(C)cccn3c(=O)c2C=NCc2ccccc2)cc1
 : 4, 20, -5.9, 103, 94, 1, -2, 2, 97
> CCOC(=O)Nc1ccc(Oc2ccccc2)cc1
 : 19, 3, 0.8, 101, 75, 2, 4, 1, 93
> CC(=O)c1ccc(OCc2cc([N+](=O)[O-])cc3c2OCOC3)cc1
 : 0, 2, 1.5, 107, 97, -6, -4, -4, 94
> Brc1ccc(CSc2ccc(-c3ccco3)nn2)cc1
 : 3, 8, x, 118, 88, -1, 11, 16, 92
> COc1cc(OC)cc(-c2nc3nc(C)c(CCC(=O)NCC(OC)OC)c(C)n3n2)c1
 : 0, 0, -1.8, 112, 101, 5, 6, 10, 104
> CC(C)(C)NC(=O)CSc1ncnc2c1cnn2-c1ccccc1
 : 7, 1, -0.1, 102, 91, 7, 3, 12, 95
> CCN(CC)CCCNc1nc2ccccc2[nH]1
 : 0, 0, 0.6, 99, 99, 4, 1, -1, 98
> Cc1ccccc1-n1nnnc1SC(C)C(=O)Nc1ccc(N2CCN(C)CC2)cc1 (centres undefined)
 : 0, 6, -2.6, 92, 100, 2, 9, 5, 100
> COC(=O)CSc1nnc(CNC(=O)c2ccco2)n1-c1ccc(F)cc1
 : 5, -3, x, 73, 104, 4, 4, 7, 97
> O=C(CSc1nnnn1-c1ccc2c(c1)OCCO2)c1cccc2c1OCCO2
 : 0, 4, 0.3, 99, 102, 3, 1, 9, 106
> CC(=O)c1c(C)[nH]c(C(=O)OCc2nnc(-c3ccccc3)o2)c1C
 : 7, -3, -1.5, 98, 86, -2, -6, -5, 94
> COc1ccc(NC(=O)Nc2ccc3c(c2)OCO3)c(C)c1
 : 0, 12, 2.6, 113, 108, 1, 1, -2, 104
> O=C(O)c1c2c(nc3ccccc13)/C(=C/c1c(F)cccc1F)CCC2
 : 0, 4, -0.7, 107, 100, 2, 1, 6, 99
> O=C(NC(N1CCOCC1)C(Cl)(Cl)Cl)c1ccccc1Cl (centres undefined)
 : 2, 7, -0.2, 95, 94, 0, 3, 2, 100
> Cc1cc(C(=O)COC(=O)[C@H](C)NC(=O)c2ccco2)c(C)n1Cc1ccco1
 : 0, 4, 1.2, 84, 93, -5, -5, -5, 101
> COc1cc(OC)cc(-c2cc3nc(C)c(CCC(=O)Nc4nc(C)cs4)c(C)n3n2)c1
 : 0, -5, 1.0, 100, 104, 13, 8, 11, 102
> CN(C)C(CNC(=O)c1ccc(Cl)c(S(=O)(=O)N2CCCCCC2)c1)c1ccccc1 (centres undefined)
 : 0, 12, x, 92, 88, 5, -1, 0, 94
> CCCCCNC(=O)CCc1ccccc1
 : 1, -7, 2.0, 97, 90, 0, 7, 5, 100
> CC1COc2ccccc2N1S(=O)(=O)c1ccc(Cl)cc1 (centres undefined)
 : 3, 7, 1.5, 106, 92, 6, 2, 8, 97

In the list so far, these have a halogen.
Screens in order: GRK2 inh, VLA-4 inh, MEX-5 binding, CR mimetic SO, CIT2-GFP yeast, GLD-1 RNA inh, MCL1 BIM primary, Bcl-xL primary, AGP1-GFP MLPCN
> CN(Cc1cn(C)nc1-c1ccccc1F)C1CCOC1 (centres undefined)
 : 0, 1, -1.4, 103, 90, 3, 2, 3, 96
> N#Cc1cn(CCOC(=O)c2cccc(C(F)(F)F)c2)c(=O)[nH]c1=O
 : 0, 0, -1.0, 103, 96, -2, 4, 0, 104
> O=C(Nc1cccc(Cl)c1)Nc1ccccc1NS(=O)(=O)c1cccs1
 : 0, -5, -1.0, 100, 104, 13, -2, 0, 102
> O=C(NCCN1CCN(C(=O)c2ccc([N+](=O)[O-])cc2)CC1)C(=O)Nc1ccc(F)cc1
 : 0, 5, 2.1, 109, 99, 7, 2, -1, 100
> CCOC(=O)CSc1nnc(Cc2ccccc2)n1-c1cccc(Cl)c1
 : 0, 5, 2.6, 107, 99, 5, -5, -1, x
> Fc1ccccc1-c1nc(NC2CCCC2)c2ccccc2n1
 : 1, -82, 1.0, 72, 120, -2, -2, 3, 103
> Brc1ccc(CSc2ccc(-c3ccco3)nn2)cc1
 : 3, 8, x, 118, 88, -1, 11, 16, 92
> COC(=O)CSc1nnc(CNC(=O)c2ccco2)n1-c1ccc(F)cc1
 : 5, -3, x, 73, 104, 4, 4, 7, 97
> O=C(O)c1c2c(nc3ccccc13)/C(=C/c1c(F)cccc1F)CCC2
 : 0, 4, -0.7, 107, 100, 2, 1, 6, 99
> O=C(NC(N1CCOCC1)C(Cl)(Cl)Cl)c1ccccc1Cl (centres undefined)
 : 2, 7, -0.2, 95, 94, 0, 3, 2, 100
> CN(C)C(CNC(=O)c1ccc(Cl)c(S(=O)(=O)N2CCCCCC2)c1)c1ccccc1 (centres undefined)
 : 0, 12, x, 92, 88, 5, -1, 0, 94
> CC1COc2ccccc2N1S(=O)(=O)c1ccc(Cl)cc1 (centres undefined)
 : 3, 7, 1.5, 106, 92, 6, 2, 8, 97
